Source: PubChem BioAssay
NPSR antagonist: neuropeptide S receptor (human) antagonism, cAMP. Potency, µM (titrated, usually from 38.3 µM), for inactives: top-dose activity change, negative = inhibition, actives largely listed as inhibitors. CHO-NPSR cells, cAMP TR-FRET, antagonist mode. actives 1% (n = 220,000). Q6W5P4; also: % is scaled to controls: 0 for no effect and ±100 for the full control effect; nearly all actives have a fitted effect of over 50% in size; many of its hits are not listed in these tables
Target sequence (Q6W5P4 whole entry, looked up): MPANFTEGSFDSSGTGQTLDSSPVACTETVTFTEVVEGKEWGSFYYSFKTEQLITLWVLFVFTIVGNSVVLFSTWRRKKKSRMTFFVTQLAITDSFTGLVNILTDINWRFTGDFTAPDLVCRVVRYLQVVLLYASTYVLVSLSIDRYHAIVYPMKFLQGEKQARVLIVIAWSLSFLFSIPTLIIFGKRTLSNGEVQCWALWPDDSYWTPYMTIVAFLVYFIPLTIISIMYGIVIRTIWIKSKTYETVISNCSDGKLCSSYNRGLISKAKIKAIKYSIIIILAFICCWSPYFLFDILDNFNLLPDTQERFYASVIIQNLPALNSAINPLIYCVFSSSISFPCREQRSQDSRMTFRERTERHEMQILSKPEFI
GLA spleen mod: inhibits or activates alpha-galactosidase in human spleen homogenate; P06280; human spleen homogenate, 4MU-alpha-Gal fluorescence, 40 min; Potency, µM (highest dose often 80 µM), inactives show at the highest dose activity change, negative = inhibition, most hits filed as inhibitors; actives 0.008% (n = 240,000); AID 2107;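 also: 0% = enzyme with vehicle and -100% = no enzyme basal signal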
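Fluorogenic readout (Ex 365/Em 440 nm) of 4-methylumbelliferone released from 1 mM 4-MU-alpha-galactoside by spleen homogenate, 40 min at 37C, pH 5.0. Data normalized to no-enzyme and enzyme controls; Hill-equation AC50 from compound titrations.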
aGlu spleen mod: inhibitors or activators of human alpha-glucosidase in spleen homogenate | P10253 | human spleen homogenate, 4-MU-alpha-glucoside fluorescence | Potency, µM (doses to about 79.9 µM), for the others: top-dose activity change, negative = inhibition, most hits filed as inhibitors | actives 0.006% (n = 240,000) | AID 2112;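 also: 0% = enzyme with vehicle and -100% = no enzyme basal signal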
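AC50 values come from Hill-equation fits of concentration-response data, normalized to no-enzyme and full-activity controls. Enzyme source: 1 ug human spleen homogenate; 1 mM fluorogenic 4-MU glucoside, pH 5.0 citrate buffer, 37 C, 40 min.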
Tau fluor cs: counter-screen for tau fibril formation inhibitors; tau K18 P301L Alexa594 fluorescence, heparin fibrillization; Potency, µM (series often up to 57.7 µM), without a hit: at the highest dose activity change, negative = decrease; actives 0.93% (n = 280,000); AID 1463; also: % is scaled to controls: 0 for no effect and ±100 for the full control effect; nearly all actives have a fitted effect of over 55% in size
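Human tau K18 P301L (15 uM unlabeled, 0.24 uM Alexa 594-labeled) in 100 mM sodium acetate pH 7 with 20 uM heparin, 6 hr at 37 C. ThT 30 uM added, 1 hr ambient; Alexa 594 FP and total fluorescence read at 555/632 nm.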
GAA inh: alpha-glucosidase (human) inhibition | P10253 | purified human GAA, 4-MU-alpha-glucoside fluorescence | Potency, µM (series often up to 76.9 µM), for inactives: at the highest dose activity change, negative = inhibition, actives largely listed as inhibitors | actives 0.005% (n = 200,000);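 also: plate controls were uninhibited enzyme wells for no effect and no-enzyme background for full effect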
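Human enzyme at 4 nM with 400 uM 4-methylumbelliferyl-alpha-D-pyranoside, citrate/phosphate buffer pH 5.0, 0.005% Tween-20, 20 min at room temperature. Compounds up to 77 uM. 4-MU fluorescence (Ex 365/Em 440) read after NaOH/glycine stop; AC50 from Hill fit.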
Epigenetic reg: derepresses silenced GFP reporter in murine cells; murine LDR cells, GFP reporter derepression, 30 h; Potency, µM (titrated, usually from 53.9 µM), inactives show at the highest dose GFP activation, hits mostly activators; actives 0.2% (n = 280,000); also: % of control where 0% means no effect; nearly all actives have a fitted effect of over 60% in size
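Murine LDR cells carrying a silenced, genomically integrated CMV-driven GFP reporter were exposed to compound for 30 hours at 37 C. After PBS washes, GFP-positive cells (20–120 um objects) were counted by laser-scanning microplate cytometry.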
GAA glycogen: inhibitors or activators of human alpha-glucosidase glycogen cleavage; P10253; recombinant GAA, glycogen substrate, Amplex Red glucose oxidase fluorescence; Potency, µM (top dose mostly 76.4 µM), without a hit: at the highest dose activity change, negative = inhibition, hits mostly inhibitors; actives 0.38% (n = 300,000); AID 2100;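 also: 0% = full enzyme reaction and -100% = no-enzyme basal signal; the screen sought inhibitors and activators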
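Recombinant human alpha-glucosidase (4 nM final) hydrolysed bovine liver glycogen (30 ug) for 40 min at 37 C in pH 5.0 citrate/phosphate with 0.01% Tween-20. Released glucose detected by glucose oxidase/Amplex Red, Ex 573/Em 610 nm. Compounds up to 77 uM; AC50 from Hill fits.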
ALDH1A1 inh: blocks purified human ALDH1A1 activity | Purified ALDH1A1, NADH fluorescence, propionaldehyde substrate | actives 7.3% (n = 220,000) | Potency, µM (doses to about 75.3 µM), for the others: top-dose activity, negative = inhibition, most hits filed as inhibitors | P00352; active = well fitted inhibition curve with a large enough effect, not every such curve was filed as active; inconclusive = small, poorly fitted or top-dose-only effect, or another doubt; inactive = no such curve, though single readings can be large or run the other way;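 also: plate controls were no enzyme wells and a reference inhibitor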
Target sequence (P00352 whole entry, looked up): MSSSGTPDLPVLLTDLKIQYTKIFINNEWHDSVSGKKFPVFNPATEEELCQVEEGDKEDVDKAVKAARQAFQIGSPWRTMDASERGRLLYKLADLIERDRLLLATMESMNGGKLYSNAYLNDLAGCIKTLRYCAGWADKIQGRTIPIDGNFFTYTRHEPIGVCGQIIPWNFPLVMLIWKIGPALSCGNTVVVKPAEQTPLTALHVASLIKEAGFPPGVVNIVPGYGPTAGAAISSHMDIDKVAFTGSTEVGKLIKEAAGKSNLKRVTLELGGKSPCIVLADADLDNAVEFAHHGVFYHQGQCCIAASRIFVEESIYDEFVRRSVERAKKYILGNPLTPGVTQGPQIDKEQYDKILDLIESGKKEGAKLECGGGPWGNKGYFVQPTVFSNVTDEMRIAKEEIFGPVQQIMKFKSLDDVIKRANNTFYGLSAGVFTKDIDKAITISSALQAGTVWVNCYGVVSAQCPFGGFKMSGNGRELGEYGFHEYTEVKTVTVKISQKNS
The depositor's hits bear a star; ? = inconclusive; · = not tested or not shown; & = joins results of further samples; ! = not active in a repeat; [ ] = another dose, or the depositor's remark. Unless noted, calls follow the shape of the dose curve; as a rule, active = well fitted curve in the direction sought with a large enough effect; inconclusive = small, poorly fitted or top-dose-only effect, or another doubt; inactive = no such curve, though single readings can be large; an effect the other way counts as inactive or inconclusive. Potency is read from the fitted curve at half-maximal effect. A portion of the library; rates above refer to the full screens.

Molecule	Epigenetic reg	Tau fluor cs	NPSR antagonist	aGlu spleen mod	GAA glycogen	GLA spleen mod	ALDH1A1 inh	GAA inh
O=C(NN1C(=O)/C(=C/c2cccs2)SC1=S)c1cccnc1	0.0%	-26%	25%	0%	-6%	3%	·	·
CCOCCCNC(=O)C(c1ccc(C)cc1)N(Cc1cccs1)C(=O)c1ccccn1 (stereo unspecified)	2.3%	2%	12%	4%	1%	3%	8%	8%
CCS(=O)(=O)c1ccc(C(=O)Nc2cccc(Cl)c2)c(Cl)c1Cl	-1.0%	-19%	-9%[46.1 µM]	-4%	-22%	3%	-1%	-3%
CCCCC(=O)Nc1ccc(C(=O)NNC(=S)NC(=O)c2ccco2)cc1	1.3%	-12%	-5%	4%	?	4%	?	-8%
Nc1sc(-c2ccccc2)cc1C(=O)O	0.3%	-1%	-20%[46.1 µM]	-1%	25µM*	-3%	?	1%
O=C(NC(NC(=S)Nc1ccccc1C(=O)O)C(Cl)(Cl)Cl)c1ccco1 (stereo unspecified)	-0.9%	-9%	5%	-3%	-8%	6%	?	1%
COc1ccc(OC)c(-c2nc3c(C)n[nH]c(=O)c3[nH]2)c1	0.0%	3%	0%[46.1 µM]	-3%	5%	2%	-6%	-1%
Cc1c(-c2ccc(Cl)cc2)oc(=O)c2c(N)n(-c3ccccc3)nc12	8.6%	-12%	-3%[46.1 µM]	-5%	-2%	-4%	?	1%
O=C(NCc1ccccn1)c1nn(-c2ccccc2)c(=O)c2ccccc12	-0.9%	3%	-10%	-19%	1%	-14%	?	2%
CCOC(=O)Nc1cc(OC)c(OC)cc1Cc1nccc2cc(OC)c(OC)cc12	1.2%	-4%	-18%[46.1 µM]	-5%	3%	-1%	3%	-3%
Cn1c(SCC(=O)NNC(=O)Cc2ccccc2)nc2ccccc2c1=O	-1.5%	-5%	3%	-5%	15%	-5%	11%	-3%
COc1ccc(C(=O)Nc2ccc(N3CCCC3)cc2)cc1	-7.6%	16µM*[quencher]	-3%[46.1 µM]	0%	4%	-1%	?	-2%
O=C(COC(=O)CCc1c[nH]c2ccccc12)NCc1ccc(Cl)cc1	-1.9%	?	8%	10%	-1%	12%	-3%	-5%
O=C(c1ccc(S(=O)(=O)N2CCOCC2)cc1)N1CCN=C1SCc1cccnc1	2.1%	-8%	-24%[46.1 µM]	-3%	-2%	2%	?	-11%
CC1=CC(=O)c2ccccc2C1=O	0.8%	7.1µM*[quencher]	8%	1%	-5%	-2%	14µM*!	?
CCc1nc2oc3cc(OC)ccc3c(=O)c2c(=O)n1Cc1ccccc1	-2.7%	-5%	-23%[46.1 µM]	-8%	10%	-11%	-45%	-12%
CCc1c(C)nc2ncnn2c1N1CCC(C(=O)NCc2cccc(OC)c2)CC1	-1.1%	-2%	-16%[46.1 µM]	0%	3%	1%	-4%	-15%
C=CCn1c(N)c(C(=O)N2CCN(C)CC2)sc1=S	0.0%	4%	-7%[46.1 µM]	-1%	2%	0%	-3%	-10%
CCCCc1n[nH]c(=S)n1Cc1ccc(Cl)cc1	0.0%	-11%	-26%	8%	-28%	3%	-4%	-5%
O=C(NC(Cc1c[nH]c2ccccc12)C(=O)N/N=C/c1ccc(Cl)cc1)c1cccs1 (stereo unspecified)	0.9%	?	-32%	-9%	-13%	-4%	-14%	-13%
COc1ccnc(N=CNOCc2ccc(F)cc2Cl)c1C#N	4.8%	-17%	-27%[46.1 µM]	-4%	1%	-5%	5%	-2%
CC(=O)Nc1ccc(NC(=O)c2c(C)nc3ccccn23)cc1	1.4%	3%	9%[46.1 µM]	1%	-4%	?	-6%	-1%
O=C(c1cccnc1)N1CCN(c2ccc(Cl)cc2)CC1	-7.9%	-7%	13%	-5%	-4%	-5%	-3%	1%
C/C(=N\Nc1nc(N2CCOCC2)nc(N2CCOCC2)n1)c1cccc([N+](=O)[O-])c1	-1.1%	-7%	2%	·	-15%	7%	-3%	1%
CC1(C)CC(=O)C2=C(C1)N(CC1CCCO1)C(=O)C2(NC(=O)c1cccnc1)C(F)(F)F (stereo unspecified)	0.0%	-5%	2%[46.1 µM]	4%	6%	7%	7%	-7%
CC(=O)Nc1ccc(NC(=O)/C=C/c2cccc(C(F)(F)F)c2)cc1	0.0%	2%	7%	1%	17%	4%	15%	0%
C=CCn1c(=O)c2c3c(sc2n2c(Nc4ccccc4)nnc12)CCCC3	0.0%	-12%	?	-13%	?	-2%	-10%	-2%
CCOC(=O)C(NC(C)=O)(OCc1ccc(F)cc1)C(F)(F)F (stereo unspecified)	0.8%	-2%	-1%[46.1 µM]	-6%	7%	4%	1%	-7%
COc1ccc(/C=N/NC(=O)c2cccnc2)cc1CN1CCc2cc(OC)c(OC)cc2C1C (stereo unspecified)	-2.2%	-9%	-26%	3%	6%	1%	-9%	3%
Cc1cccc(NC(=O)c2cc(Cl)nc3ccccc23)n1	-0.1%	-16%	5%	-3%	1%	-2%	?	0%[15.4 µM]

The final two compounds of the section before lead into the next:
Molecule	Epigenetic reg	Tau fluor cs	NPSR antagonist	aGlu spleen mod	GAA glycogen	GLA spleen mod	ALDH1A1 inh	GAA inh
COc1ccc(/C=N/NC(=O)c2cccnc2)cc1CN1CCc2cc(OC)c(OC)cc2C1C (stereo unspecified)	-2.2%	-9%	-26%	3%	6%	1%	-9%	3%
Cc1cccc(NC(=O)c2cc(Cl)nc3ccccc23)n1	-0.1%	-16%	5%	-3%	1%	-2%	?	0%[15.4 µM]
CC(C)OC(=O)c1cc2c(=O)[nH]c(C(Cl)(Cl)Cl)nc2o1	4.7%	-9%	-18%	7%	-3%	3%	2%	0%
COC(=O)c1c(CSc2ccc(C)c(C)c2)noc1C(=O)NCc1ccc(OC)cc1	-1.1%	-26%	?	1%	-13%	8%	?	-15%
Cc1ccc(S(=O)(=O)CC(=O)c2ccc(C)c([N+](=O)[O-])c2)cc1	3.5%	-16%	-10%[46.1 µM]	-20%	1%	-7%	?	11%
CCOC(=O)C1[C@H]2C(=O)N(CCCOC)C[C@]23C=C[C@H]1O3 (stereo partly specified)	5.0%	-7%	7%[46.1 µM]	-8%	13%	-7%	5%	-1%
COc1cc(C(=O)O)cc(Br)c1OC1CCCC1	0.0%	7%	-2%[46.1 µM]	-3%	-1%	0%	13%	-11%
CC(=O)OC(C(=O)NC1CCCCC1)c1ccccc1Cl (stereo unspecified)	-1.8%	-9%	-15%	3%	4%	-6%	-5%	4%
CCN(CC)C(=O)Oc1nnc(SC(C)C)n1-c1ccc(Cl)c(Cl)c1	-1.8%	-7%	-57%	6%	-11%	8%	·	·
CCn1cc(C(=O)NCc2ccco2)c(=O)c2cc(S(=O)(=O)N3CCC(C)CC3)ccc21	-2.2%	-26%	?	-2%	-29%	5%	?	?
CCOc1ccc(N2C(=O)C(CC(=O)Nc3ccc(F)cc3)N(Cc3ccccn3)C2=S)cc1 (stereo unspecified)	-0.9%	?	-37%	2%	-27%	1%	-5%	?
NC(=O)CCC(NS(=O)(=O)c1ccc(Cl)cc1)C(=O)NCc1ccccc1 (stereo unspecified)	0.0%	-6%	-2%[46.1 µM]	2%	-1%	4%	2%	2%
O=C(CN1C2CCC1CC(NC(=O)C1CC1)C2)NCc1ccccc1 (stereo unspecified)	0.9%	-5%	10%[7.67 µM]	3%	-7%	11%	1%	4%
CSc1cc2c(cc1C(F)(F)F)N(C(=O)Nc1cccnc1)CC2	-1.1%	-3%	·	2%&1%	·	2%&3%	0%	·
CCCOC(=O)Nc1cc(OC)c(Cl)cc1OC	-0.1%	2%	8%[46.1 µM]	-1%	5%	1%	-3%	-8%
COc1ccc(N2CCN(C(=O)CSc3nnc(NC(=O)C4CCC4)s3)CC2)cc1	5.7%	-16%	6%	1%	-6%	7%	-4%	7%
C[n+]1ccc(/C=C/c2ccccc2O)c2ccccc21	2.2%	-14%	13µM*	-4%	-5%	-4%	3%	-2%
Fc1ccc(-c2nc3c(-c4ccccc4)cnn3cc2CCN2CCOCC2)cc1	-0.2%	-13%	54%	-12%	4%	-4%	?	-11%
COc1ccc(C2=NOC(C(=O)Nc3cc(Br)ccc3O)C2)cc1OC (stereo unspecified)	1.6%	?	-9%[46.1 µM]	-13%	-1%	6%	-1%	3%
CC(C)Cc1ccc(S(=O)(=O)N2CCN(C(=O)c3ccco3)CC2)cc1	1.6%	-4%	-12%[46.1 µM]	-3%	-12%	8%	?	0%
O=C(O)c1cn(-c2ccc(F)cc2)c2cc(N3CCNCC3)c(F)cc2c1=O	-0.3%	-6%	·	-6%	·	-6%	?	·
COCCn1c(NC(=S)NC(=O)C23CC4CC(CC(C4)C2)C3)cc(=O)[nH]c1=O	-0.1%	-10%	-21%	6%	-4%	2%	·	·
Cn1c(SCC(=O)NCCc2ccccc2)nc2c([nH]c3ccccc32)c1=O	-3.9%	-8%	-6%	14%	9%	-4%	2%	5%
Cc1ccc2c(C)c(C(=O)NCc3ccc(S(N)(=O)=O)cc3)oc2c1C	-6.8%	-5%	-12%	-6%	4%	-24%	5%	?
COc1ccccc1Nc1cc(C(=O)NCc2cccnc2)c2ccccc2n1	?	?	15%	14%	0%	18%	·	·
O=C(NCCCN1CCOCC1)c1ccccc1NS(=O)(=O)c1cc([N+](=O)[O-])ccc1Cl	-0.9%	-10%	0%[46.1 µM]	0%	-3%	3%	12%	7%
O=C1N=C(N2CCOCC2)S/C1=C\c1ccccc1OS(=O)(=O)c1ccccc1	4.0%	-1%	-11%	4%	1%	-3%	·	·
O=C(Nc1c2c(nn1-c1ccc(Cl)cc1)CS(=O)(=O)C2)c1ccc2c(c1)OCO2	1.8%	-2%	-8%[46.1 µM]	0%	-2%	-5%	-15%	-7%
NC(=O)C1CCN(c2nnnn2-c2ccccc2)CC1	-6.3%	-2%	?	-4%	10%	-6%	?	-3%
